# MmCpn inh = M. maripaludis TRiC chaperonin inhibition; hit rate 0.031% among 330,000; Potency, µM (titrated, usually from 76.9 µM), for the others: at the highest dose activity, negative = inhibition, hits mostly inhibitors; AID 504842; purified Mm-Cpn ATPase, ADP Transcreener TR-FRET; also: potency is read from the fitted curve at half-maximal effect; % is scaled to controls: 0 for no effect and ±100 for the full control effect; nearly all actives have a fitted effect of over 80% in size
#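 Reaction buffer contained 30 mM Tris pH 7.4, 100 mM KCl, 5 mM MgCl2 and 1 mM DTT. Mm-CPN (25 nM final) hydrolysed 10 uM ATP over 30 min at 37°C; ADP was read by HTRF.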
# CCT modulator = changes cytosolic chaperonin activity; activity change, % (no concentration beside the values), hits read low; hit rate 0.3% among 360,000; AID 651819; purified chaperonin ATPase assay, HTRF ADP detection, 30 min; in the data active = activity change below about -30%; also: % is scaled to controls: 0 for no effect and ±100 for the full control effect
#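 TRiC (40 or 20 nM final, by batch activity) in 30 mM Tris pH 7.4, 100 mM KCl, 5 mM MgCl2, 1 mM DTT was treated with compound at 76 uM single dose, then 10 uM ATP, 30 min at 37 °C. ADP was read by HTRF Transcreener.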
# HepG2 viability = kills HepG2 cells in TGF-b inhibitor counter-screen | hit rate 0.76% among 410,000 | HepG2 CAGA-GFP viability, ATP luminescence, 18 h | Potency, µM (series often up to 46.1 µM), for the others: at the highest dose activity change, negative = cytotoxicity, actives largely listed as cytotoxic; also: potency is read from the fitted curve at half-maximal effect; some results filed as inactive show a strong effect at the top dose
#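 HepG2 CAGA-GFP cells (1000/well, DMEM with 1% FBS) received compound, then TGF-beta at 500 pg/mL final, and were incubated 18 hours at 37 degrees C. Viability was read by CellTiter-Glo luminescence. Media-only wells were set as complete cell-killing and DMSO as no toxicity.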
# TGFb SMAD3 inh = blocks TGF-b signaling; HepG2 CAGA-GFP TGF-b/SMAD3 reporter, GFP fluorescence, 18 h; TGF-beta stimulated, 500 pg/mL final; Potency, µM (highest dose often 46.1 µM), for the others: at the highest dose activity, negative = inhibition, hits mostly inhibitors; hit rate 1.2% among 410,000; AID 588855; also: potency is read from the fitted curve at half-maximal effect; % is scaled to controls: 0 for no effect and ±100 for the full control effect; nearly all actives have a fitted effect of over 65% in size
#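 Read-out: total well GFP (ex488/em500-530) summed from mean per-cell fluorescence. Cells: HEPG2 CAGA-GFP, 1% FBS DMEM, 18 h at 37 degrees C with 500 pg/mL final TGF-beta. Unstimulated wells served as the full-inhibition control; stimulated DMSO wells = 0%.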
# Nrf2 inh = blocks Nrf2 signaling; A549 ARE-Fluc reporter, luciferase luminescence, 18-24 h; Potency, µM (doses to about 46 µM), without a hit: top-dose activity change, negative = inhibition, most hits filed as inhibitors; hit rate 2.1% among 360,000; AID 504444; also: potency is read from the fitted curve at half-maximal effect; % is scaled to controls: 0 for no effect and ±100 for the full control effect; nearly all actives have a fitted effect of over 60% in size
#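 Reporter: ARE-Fluc in A549. Exposure: 18-24 h, 37 °C, 5% CO2, 5% FBS OPTI-MEM. Readouts: fluorescent cytotoxicity (CellTiter-Fluor), then luminescent Nrf2 signal after BugLite.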
# Abeta rescue = compounds reversing amyloid beta toxicity in yeast; yeast expressing A-beta42, growth rescue, OD600, 48 h; response scale: 0% DMSO, 100% iron-clioquinol control; Potency, µM (series often up to 46.1 µM), without a hit: at the highest dose growth rescue, actives largely listed as activators; hit rate 0.063% among 410,000; also: potency is read from the fitted curve at half-maximal effect; nearly all actives have a fitted effect of over 55% in size
#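 Yeast A-beta toxicity model in growth medium with pinned compounds, 48 h at 30 C; growth read as absorbance at 600 nm. Normalized to FeCl3/clioquinol equimolar mix (positive) and DMSO (negative).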
# Nrf2 activator = activators of Nrf2 (ARE) signaling; AREc32 ARE-luciferase reporter (MCF7-derived line), luminescence, 24 h; Potency, µM (doses to about 46.1 µM), inactives show at the top dose activation, hits mostly activators; hit rate 0.31% among 410,000; also: potency is read from the fitted curve at half-maximal effect; % of control where 0% means no effect; nearly all actives have a fitted effect of over 65% in size
#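 AREc32 cells carrying an ARE-driven firefly luciferase reporter were seeded at 1000 cells/well in OPTI-MEM with 5% FBS, then exposed to compound for 24 hr at 37 deg C. Luminescence was read with Steady-Glo after 30 min at RT.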
# pAkt inh = blocks phosphorylation of Akt; Neuro2A IGF-stimulated pAkt S473 HTRF, 20 min; stronger effect = lower value; activity change, % for hits at 50 µM; hit rate 0.32% among 360,000; in the data active = activity change below about -80%; inconclusive = mostly about -51% to -80%; also: % is scaled to controls: 0 for no effect and ±100 for the full control effect
#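 Neuro2A cells in DMEM with 0.5% FBS, overnight at 37 deg C, given compound at single 50 µM final, then IGF (6 nM final) for 20 min at 37 deg C. Lysed; phospho-Akt Ser473 by HTRF after 24 h, 665/615 ratio.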
# A549 viability = A549 cytotoxicity, counter-screen for Nrf2 inhibitors; A549 ARE-Fluc cells, CellTiter-Fluor viability, 18-24 h; Potency, µM (series often up to 46 µM), for inactives: top-dose activity change, negative = cytotoxicity, most hits filed as inhibitors; hit rate 0.16% among 390,000; AID 504648; also: potency is read from the fitted curve at half-maximal effect; % is scaled to controls: 0 for no effect and ±100 for the full control effect
#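 A549 ARE-Fluc cells in 5% FBS OPTI-MEM, 5000 cells/well, rested 2 h then exposed to compounds in concentration-response for 18-24 h at 37 °C. Viability by CellTiter-Fluor fluorescence (Ex 405/Em 525) after 30 min; luciferase luminescence (BugLite, 15 min, RT) read afterwards.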
# An asterisk follows results filed as active; i = inactive; ? = inconclusive; . = no result given; & = joins results of further samples; [ ] = remark or other dose. Unless noted, calls follow the shape of the dose curve; as a rule, active = well fitted curve in the direction sought with a large enough effect; inconclusive = small, poorly fitted or top-dose-only effect, or another doubt; inactive = no such curve, though single readings can be large; an effect the other way counts as inactive or inconclusive.
# Each structure is followed by: MmCpn inh, CCT modulator, HepG2 viability, TGFb SMAD3 inh, Nrf2 inh, Abeta rescue, Nrf2 activator, pAkt inh, A549 viability
Cc1ccccc1N/C(SCc1ccc(Cl)cc1)=C(/C#N)C(=O)NCc1ccco1
  3%, -0.8, 3%, -4%, ?, -1%, 0.5%, i, -28%
Cc1ccc(C)c(Nc2nc(N)c3ccccc3n2)c1
  0%, 1.1, -30%, -8%, ?, -17%, -0.3%, i, -2%
CC(C)C[C@@H](CN1CCC[C@@H]1CN1C(=O)C(=O)NC[C@@H]1Cc1ccccc1)N1C[C@H](Cc2ccc(O)cc2)N(CC2CCCCCC2)C(=O)C1=O
  ., -3.3, 0%, ?, -30%, 2%, -1.2%, i, -14%
CC(C)C1Cc2c(sc3c2c(=O)n(-c2ccccc2)c2n[nH]c(=S)n32)CO1 (stereo unspecified)
  -2%, -0.3, -6%, -4%, -11%, -2%, -0.5%, i, -15%
O=C(CCCC(=O)N(CC(=O)NC1CCCC1)Cc1ccccc1Cl)Nc1ccccn1
  1%, -16, -16%, -6%, -14%, 16%, -0.5%, i, -6%
COc1ccc(C(=O)NC(=S)N2CCNC(=O)C2CC(=O)OC(C)C)cc1 (stereo unspecified)
  -2%, 0.1, -4%, -6%, -12%, 7%, 0.0%, i, -1%
Cc1ccc(S(=O)(=O)Nc2cccc(S(=O)(=O)Nc3ccccc3C(=O)O)c2)c(C)c1
  3%, 0.6, 8%, 0%, 24%, 15%, 3.2%, i, 1%
O=C(O)CCCc1ccc2c(c1)CCc1ccccc1-2
  -21%, 1.5, -4%, -15%, ?, -36%[inhibitor], -1.6%, i, -2%
O=C1NC(=O)/C(=C/C(=O)N2CCOCC2)S1
  0%, 1.8, 12%, 16%, -7%, 0%, -0.6%, i, 0%
COc1cc2c(cc1OC)CN(CC(=O)Nc1ccc(S(=O)(=O)N(C)C)cc1)CC2
  0%, -0.5, 5%, 10%, 10%, -6%, -0.6%, i, 2%

# Later entries:
# Each structure is followed by: MmCpn inh, CCT modulator, HepG2 viability, TGFb SMAD3 inh, Nrf2 inh, Abeta rescue, Nrf2 activator, pAkt inh, A549 viability
COc1ccc(/C(N)=C/C(=O)C(C)(C)C)cc1
  1%, -0.8, -14%, -10%, 7%, 5%, 2.9%, i, -9%
CCOC(=O)C1CCN(C(=O)c2cc3c(C)cc(C)cc3[nH]2)CC1
  -1%, 0.2, 2%, 3%, 21%, -6%, 0.1%, i, 1%
Cn1c(=O)c2c(SCC(=O)N3CCc4ccccc43)nc(-c3cccc(F)c3)nc2n(C)c1=O
  ., ., 4%, -24%, ., -4%, -0.8%, ., 4%
CSc1sc(C(=O)NCC2CC2)c(-c2cccs2)c1C#N
  -18%, -0.4, -11%, -19%, ?, -32%, -0.1%, i, 4%
Cn1c(=O)[nH]c(=O)c2c1nc(N1CCN(CCO)CC1)n2CCSc1nc2ccccc2s1
  0%, 0.8, -11%, -3%, -14%, -2%, 14%, i, 11%
C[C@H](CO)N1C[C@H](C)[C@@H](CN(C)S(=O)(=O)c2cn(C)cn2)Oc2ncc(Br)cc2C1=O
  ., 1.4, 6%, 3%, ., -1%, -0.1%, i, .
Nc1cc(=O)nc(SCC(=O)NCc2ccccc2)n1CCc1ccccc1
  -1%, 1.2, 21%, 18%, -10%, 3%, 0.3%, i, 0%
COc1cc(CNc2ccc3[nH]c(=O)[nH]c3c2)ccc1OCc1ccccc1Cl
  0%, -2.3, -19%, 3%, 13%, -9%, 13%, i, -12%
CCOC(=O)N1CCC(N2CC34C=CC(O3)C(C(=O)O)C4C2=O)CC1 (stereo unspecified)
  1%, -0.1, -1%, 18%, 17%, -10%, -0.4%, i, -1%
CC(=O)Nc1ccc2ccccc2c1[N+](=O)[O-]
  ., -3.9, 2%, 31%[activator], -2%, -11%, -0.1%, i, -3%

# Record cards, from the list above. Values in the order: MmCpn inh	CCT modulator	HepG2 viability	TGFb SMAD3 inh	Nrf2 inh	Abeta rescue	Nrf2 activator	pAkt inh	A549 viability
# CCOC(=O)N1CCC(N2CC34C=CC(O3)C(C(=O)O)C4C2=O)CC1 (stereo unspecified) is entered as 1%	-0.1	-1%	18%	17%	-10%	-0.4%	i	-1%
# Cn1c(=O)c2c(SCC(=O)N3CCc4ccccc43)nc(-c3cccc(F)c3)nc2n(C)c1=O is entered as .	.	4%	-24%	.	-4%	-0.8%	.	4%
# CC(=O)Nc1ccc2ccccc2c1[N+](=O)[O-] is entered as .	-3.9	2%	31%[activator]	-2%	-11%	-0.1%	i	-3%

# Next section.
# Each structure is followed by: MmCpn inh, CCT modulator, HepG2 viability, TGFb SMAD3 inh, Nrf2 inh, Abeta rescue, Nrf2 activator, pAkt inh, A549 viability
CCOC(=O)C(NC(=O)NCc1ccccc1OC)(OCC)C(F)(F)F (stereo unspecified)
  1%, 0.8, -2%, 18%, -12%, 6%, 0.4%, i, 10%
COC(=O)c1ccc(NC(=O)C2CCCN(S(C)(=O)=O)C2)cc1 (stereo unspecified)
  2%, -0.3, -8%, -5%, -6%, 2%, 2.8%, i, 1%
CC(=O)Nc1cccc2c1C(=O)NC2=O
  -2%, -1.1, 11%, 3%, 12%, -1%, -0.3%, i, 2%
O=c1[nH]c2cc3c(cc2cc1CN(CC1CCCO1)S(=O)(=O)c1ccc(Cl)cc1)OCCO3 (stereo unspecified)
  -4%, -3.7, 9%, 2%, -23%, 18%, -0.6%, ., -9%
O=C(Nc1ccc(Cl)c(C(F)(F)F)c1)C1Cc2c(-c3ccccc3Oc3ccccc3)ccnc2O1 (stereo unspecified)
  ., 0.0, -18%, ?, ., -15%, -1.4%, i, .
CC(C)(C)c1ccc(-c2noc(CCC(=O)N3CCOCC3)n2)cc1
  1%, 2.7, 16%, -23%, -18%, -12%, -0.6%, i, -14%
CC(=O)Nc1cccc(C(=O)OCC(=O)c2ccccc2Cl)c1
  -6%, 4.1, 0%, 1%, ?, -3%, 3.8%, i, 4%
Cc1ccccc1OCC(=O)NNC(=O)c1cc(S(=O)(=O)N2CCOCC2)ccc1N1CCCC1
  -5%, 2.4, -13%, -17%, -19%, 23%, -0.3%, i, -1%
O=C(NC1c2ccccc2Oc2ccccc21)c1ccc([N+](=O)[O-])cc1
  ., 0.0, -12%, 10%, -14%, -11%, 2.6%, i, ?
Cc1cccc(-c2ocnc2C(=O)Nc2ncc(C)s2)c1
  ., -0.2, -27%, -1%, ., -12%, 0.6%, i, .

# Additional entries.
Molecule,MmCpn inh,CCT modulator,HepG2 viability,TGFb SMAD3 inh,Nrf2 inh,Abeta rescue,Nrf2 activator,pAkt inh,A549 viability
Cn1c(=O)c2c(ncn2CC(COCc2ccc(Cl)cc2)OCc2ccc(Cl)cc2)n(C)c1=O (stereo unspecified),-1%,-1.0,-7%,0%,?,-9%,3.1%,i,-9%
Cc1cccc(C)c1Nc1c(-c2ccc(Cl)s2)nc2ncccn12,.,.,-29%,?,?,-13%,2.3%,.,-4%
Cc1ccccc1Nc1c(-c2cccnc2)nc2cccc(C)n12,0%,-3.3,-14%&-22%,?,?,1%&-3%,7.6%&0.5%,i,-11%&-5%
COc1ccc(S(=O)(=O)N(CC(=O)N/N=C/c2ccc(C(=O)O)cc2)Cc2ccccc2)cc1OC,1%,-0.1,11%,24%,16%,-3%,-1.3%,i,5%
CNS(=O)(=O)c1cccc(C(=O)NNC(=O)CN(C)S(=O)(=O)c2ccc(Cl)cc2)c1,2%,-3.0,-12%,-13%,-4%,-2%,0.8%,i,1%
CC(=O)c1ccc(NC(=O)CC(NCCC2=CCCCC2)C(=O)O)cc1 (stereo unspecified),-3%,0.1,2%,-3%,-12%,-13%,0.1%,i,-3%
COC(=O)c1ccc(NCC(=O)Nc2cc(C)cc(C)c2)cc1,2%,0.6,4%,-7%,-28%,3%,0.3%,i,-6%
CCn1nnnc1SCC(=O)Nc1sc(C)c(C)c1C#N,-1%,-9.0,-32%,?,-6%,4%,6.4%,i,-6%
Cc1cccc(NC(=O)c2nc[nH]c2C(=O)N[C@@H](Cc2ccccc2)C(=O)OCc2ccccc2)c1,-3%,-2.8,-12%,?,0%,4%,8.3%,i,0%
NS(=O)(=O)c1ccc(NC(=O)COC(=O)COc2ccc3ccccc3c2)cc1,0%,-0.6,-4%,-18%,?,-11%,0.1%,i,13%
COc1ccc(C)cc1NC(=O)C(=O)NCC(c1cccnc1)N1CCN(c2ccccc2F)CC1 (stereo unspecified),.,.,-4%,?,-24%,2%,3.0%,.,-7%
CSc1ccccc1C(=O)OCC(=O)NC1CC1,.,0.4,-21%,-2%,.,-3%,6.0%,i,.

# The listing continues.
Molecule,MmCpn inh,CCT modulator,HepG2 viability,TGFb SMAD3 inh,Nrf2 inh,Abeta rescue,Nrf2 activator,pAkt inh,A549 viability
Cc1ccc(NC(=O)CCc2nc(-c3cccs3)no2)c(Br)c1,-2%,0.4,-4%,6%,1%,-10%,0.2%,i,0%
C=CCSc1ncccc1C(=O)O,3%,1.3,2%,-31%,3%,-11%,3.3%,i,8%
N#C/C(=C\Nc1ccc2cn[nH]c2c1)c1nc(-c2ccc(Cl)cc2)cs1,-1%,0.5,-21%,14%,?,-11%,7.8%,i,?
COc1ccc(C)cc1S(=O)(=O)n1nc(C)cc1C,0%,1.1,4%,8%,-15%,-9%,-0.5%,i,-6%

# From PubChem BioAssay
